Bioassay records as filed in PubChem BioAssay.
TRPC4 agonist: TRPC4 (mouse) channel activation; Q9QUQ5; HEK293 TRPC4beta/mu-opioid, Fluo4 calcium fluorescence; stronger effect = higher value; B-score at 10 µM; 310,000 tested, 0.49% active; AID 2237;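 active = B-score above 5 SD of library B-scores, and initial fluorescence ratio not above library mean plus 5 SD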;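 note: positive B-score marks a calcium rise read as TRPC4 activation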
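Material: HEK293 stable line with TRPC4beta plus mu-opioid receptor; technique: Fluo4 calcium-sensitive dye fluorescence, kinetic, 1 Hz baseline; timing: Fluo4 dye loading 45 min at room temperature, 110 s recording; controls: assay buffer as low control, maximal DAMGO as high control; read-out: integrated baseline-normalised fluorescence ratio, converted to per-well B score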
TRPC4 PAM: TRPC4 (mouse) allosteric potentiation; HEK293 TRPC4beta/mu-opioid, DAMGO EC20, Fluo-4 Ca2+ flux; stronger effect = higher value; B-score at 10 µM; 310,000 tested, 0.42% active; AID 2227;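 active = B-score of calcium response area above 5 SD of library B-scores, with initial fluorescence ratio within 5 SD of library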;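 note: B-score of integrated fluorescence ratio over time as area under calcium response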
MrgX1 allo act: allosterically activates human MrgX1 receptor signaling; Q96LB2; MrgX1-HEK293, Fluo-4 calcium flux, FDSS; stronger effect = higher value; B-score at 10 µM; 310,000 tested, 0.63% active;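 active = plate-corrected calcium response at least 3 library SD above typical, normal starting fluorescence, not activating the receptor alone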;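 note: compound read alongside a low EC10 to EC30 dose of BAM8-22 agonist; peak minus trough fluorescence over baseline measured at the second addition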
Target sequence (Q96LB2 whole entry, looked up): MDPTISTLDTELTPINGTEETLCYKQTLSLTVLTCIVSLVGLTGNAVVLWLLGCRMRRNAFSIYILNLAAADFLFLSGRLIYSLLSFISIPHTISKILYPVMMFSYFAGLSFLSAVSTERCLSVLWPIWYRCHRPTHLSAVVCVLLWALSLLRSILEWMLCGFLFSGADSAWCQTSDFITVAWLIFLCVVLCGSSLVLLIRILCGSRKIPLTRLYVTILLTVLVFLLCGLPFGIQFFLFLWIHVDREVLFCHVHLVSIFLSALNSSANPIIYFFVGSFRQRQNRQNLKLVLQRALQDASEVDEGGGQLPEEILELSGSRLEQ
HIF act: HIF pathway transcriptional activation; U2OS HRE-luciferase reporter, luminescence; normalized: DMSO 0%, desferrioxamine 100%; activation, % at 7.5 µM (by protocol); 300,000 tested, 0.32% active;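 active = mean activation of at least 10% of the iron chelator positive control signal, with at least half of replicates also reaching 10%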
MrgX1 agonist: activates human MrgX1 receptor signaling; Q96LB2; B-score at 10 µM; 310,000 tested, 0.44% active; MrgX1-HEK293 cells, Fluo-4 calcium fluorescence, agonist mode; stronger effect = higher value; AID 588627;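 active = calcium response B-score plate-corrected fluorescence ratio at least 3 library SD, with starting fluorescence B-score inside 5 SD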
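Material: MrgX1-expressing HEK293 cells; input: 15,000 cells per well; doses: test compound given as first of three sequential additions; schedule: overnight plating before 1 h dye loading; technique: Fluo-4 NW calcium-flux fluorescence, kinetic read; evaluation: baseline-normalised fluorescence change ratio, B-scored; control set: plate-wise positive and negative controls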
AI-2 QS mod: modulators of Vibrio harveyi AI-2 quorum sensing system. Vibrio harveyi JMH597 AI-2 luminescence/OD600 ratio, 9 h; stronger effect = lower value; strain lacks LuxN and CqsS sensors; 0 = neutral-control median. 300,000 tested, 0.4% active. AID 2094. activity change, % at 7.5 µM; in the data active = activity change below about -75%, passing the limit was not always enough;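 note: luminescence divided by OD600 gain over 9 h not by final OD600 alone; inactives centre near 13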
TRPC6 inh: mouse TRPC6 channel inhibition | HEK293-TRPC6, membrane potential dye, ACh-evoked depolarization; stronger effect = lower value | 310,000 tested, 1.1% active | AID 2553 | Q61143 | B-score at 10 µM;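 active = B-score under library mean minus 3 SD, initial fluorescence not abnormally high, positive integrated signal ratio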;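 note: B-score derived from integrated fluorescence ratio over the kinetic read; more negative B-score means stronger inhibition of depolarization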
PolyA inh: blocks polyadenylation in yeast reporter cells. 300,000 tested, 0.02% active. S. cerevisiae SKY197-pL101 polyadenylation reporter, beta-gal luminescence; efflux-impaired pdr1/pdr3 knockout yeast; score 100 = 6 SD above DMSO. calls only at 12 µM;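 active = lowest replicate activity score at least 50, where 100 means six control SD above control mean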;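 note: yeast exposed to compound for 9 h at 30 °C; higher score means more reporter readthrough which indicates perturbed polyadenylation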
MrgX1 antagonist: blocks BAM8-22 activation of human MrgX1 receptor; MRGX1-HEK293 calcium flux, Fluo-4, BAM8-22 antagonism; stronger effect = lower value; B-score at 10 µM; 310,000 tested, 1.3% active;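 active = calcium-response B-score plate-corrected more than 3 library SD below zero, starting fluorescence within 5 deviations, no agonist response on first addition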;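 note: peak minus trough fluorescence over baseline after final BAM8-22 challenge near maximal dose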
TRPC6 act: activates the mouse TRPC6 cation channel; Q61143; HEK293-TRPC6 membrane potential dye fluorescence; stronger effect = higher value; B-score at 10 µM; 310,000 tested, 0.13% active; AID 2550;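 active = B-score of the integrated fluorescence ratio above library mean plus 3 SD, and starting fluorescence ratio within library mean plus 5 SD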;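 note: higher score means more depolarization so channel activation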
TRPC4 inh: TRPC4 (mouse) channel inhibition. B-score at 10 µM. 300,000 tested, 0.39% active. AID 2247. HEK293 TRPC4beta/mu-opioid, DAMGO-evoked Fluo4 calcium flux; stronger effect = lower value;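 active = B-score over 3 SD under the library average, no early fluorescence shift, positive overall ratio signal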
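Assay system: Stable TRPC4beta/mu-opioid receptor HEK293 cells | Reagent: DAMGO in two steps, submaximal then maximal | Compound dosing: Single concentration per test compound | Signal: Fluo4 Ca2+ flux fluorescence | Evaluation: Per-well B score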
The depositor's hits bear a star; i = inactive; . = no result given. These rows are one share of the data, so the mix of outcomes need not match the whole.

no. | SMILES | TRPC6 inh | MrgX1 antagonist | AI-2 QS mod | PolyA inh | TRPC4 agonist | MrgX1 allo act | MrgX1 agonist | TRPC4 PAM | HIF act | TRPC4 inh | TRPC6 act
1 | Cc1nn2c(COc3ccc(NC(=O)c4ccccc4)cc3)nnc2c2ccccc12 | i | i | 11 | i | i | i | i | i | 0.2 | i | i
2 | CCOC(=O)N1CCN(C(=O)Cn2ncc3c2-c2ccccc2OC3)CC1 | i | i | 23 | i | i | i | i | i | -0.2 | i | i
3 | Cc1ccc(CN2CC(C(=O)OCc3ccccc3Cl)CC2=O)cc1 (configuration not stated) | i | i | 23 | i | i | i | i | i | -0.5 | i | i
4 | COC(=O)COc1ccc2c(c1)O/C(=C\c1cccc([N+](=O)[O-])c1)C2=O | i | i | 13 | i | i | i | i | i | -0.1 | i | i
5 | Cc1cc(Cl)ccc1OCC(=O)Nc1ccncc1 | i | i | 13 | i | i | i | i | i | -10 | i | i
6 | C/C(=N\NC(=O)c1ccc([N+](=O)[O-])cc1)c1c(O)cc(C)oc1=O | i | i | 26 | i | i | i | i | i | -1.1 | i | i
7 | CC(=O)N1N=C(C)CC1c1ccc(OCc2ccccc2)cc1 (configuration not stated) | i | i | -28 | i | i | i | i | i | 0.3 | i | i
8 | O=C(c1cccc(NS(=O)(=O)c2ccccc2)c1)N1CCN(c2ccccc2)CC1 | i | i | 6 | i | i | i | i | i | -0.3 | i | i
9 | O=[N+]([O-])c1cccc(/C=N/Nc2cc(Cl)nc(-c3ccccc3)n2)c1 | i | i | 24 | i | i | i | i | i | -0.3 | i | i
10 | O=C(Nc1nc2n(n1)C(c1ccc(Cl)cc1)CC(c1ccc(Cl)cc1)N2)c1ccco1 (configuration not stated) | i | i | 29 | i | i | i | i | i | 0.3 | i | i
11 | O=C(NCc1ccccc1)C(=O)NCC1CCCN1S(=O)(=O)c1cccs1 (configuration not stated) | i | -16* | 9 | i | i | i | i | i | -0.3 | i | i
12 | COc1ccc(C2=Nc3cc(C)ccc3OC2)cc1 | i | i | 10 | i | i | i | i | i | -0.7 | i | i
13 | COc1ccc(C(=O)NN2CCCCC2)cc1OC | i | -5* | 3 | i | i | i | i | i | 0.2 | . | i
14 | Cc1cccc(N(Cc2ccccc2)C(=O)c2ccccc2F)c1 | i | i | 11 | i | i | i | i | i | -0.5 | i | i
15 | CCN1C(Nc2ccccc2)=NC[C@@H]1C | i | i | 12 | i | i | i | i | i | 0.2 | i | i
16 | O=C(NCCc1nc2ccccc2[nH]1)c1cc([N+](=O)[O-])cc([N+](=O)[O-])c1 | i | i | 23 | i | i | i | i | i | -23 | i | i
17 | CCC1(c2ccccc2)NC(=O)N(CC(=O)NCc2ccncc2)C1=O (configuration not stated) | i | i | 27 | i | i | i | i | i | 0.6 | i | i
18 | CC(=O)Nc1ccc(S(=O)(=O)NCCSc2ccccn2)cc1 | i | i | 23 | i | i | i | i | i | -0.7 | i | i
19 | Cc1ccc(OCC(=O)N2CCc3ccccc32)cc1 | i | i | -5 | i | i | i | i | i | 1.2 | i | i
20 | CC1CN(C(=O)N(C)C)CCN1C(=O)N(C)C (configuration not stated) | i | i | -3 | i | i | i | i | i | 0.1 | i | i
21 | OCC1(Cc2ccccc2)CCN(Cc2cccc(F)c2F)CC1 | i | i | 20 | i | i | i | i | i | 0.2 | i | i
22 | CCOP(=O)(OCC)C(Nc1ccccc1)c1cccnc1 (configuration not stated) | i | i | 16 | i | i | i | i | i | 0.5 | i | i
23 | Cn1c(SCC(=O)NC2CC2)nnc1C(F)(F)F | i | i | 5 | i | i | i | i | i | . | i | i
24 | CCc1ccc(C(=O)C(C)OC(=O)c2cccc(S(=O)(=O)N3CCOCC3)c2)cc1 (configuration not stated) | i | i | 6 | i | i | i | i | i | -59 | i | i
25 | CCOC(=O)Cn1c(=O)oc2cc(S(=O)(=O)NCCC(C)C)ccc21 | i | i | 10 | i | i | i | i | i | -0.1 | i | i
26 | O=C(c1ccc(COc2ccc(Cl)cc2)cc1)N1CCCCC1 | i | i | 12 | i | i | i | i | i | 1.3 | i | i
27 | C[C@@H](CN1C(=O)C(=O)NC[C@@H]1Cc1ccc(O)cc1)NC(=O)Cc1ccccc1 | i | i | 12 | i | i | i | i | i | -0.2 | i | i
28 | CCc1ccc(N2C(=O)C3C(C2=O)N2CCCN2C3c2ccccc2)cc1 (configuration not stated) | i | i | 19 | i | i | i | i | i | -0.1 | i | i
29 | C=CCOc1c(Br)cc(/C=N/Nc2ccc(C(=O)O)cc2)cc1OCC | i | i | -49 | i | i | i | i | i | 1.0 | i | i
30 | CCC1=CC(c2ccccc2)n2ncnc2N1 (configuration not stated) | i | i | 6 | i | i | i | i | i | -0.3 | i | i
31 | COc1ccc(CCn2nnnc2C(c2ccccc2)N2CCN(C)CC2)cc1OC (configuration not stated) | i | i | 16 | i | i | i | i | i | 0.0 | i | i
32 | O=c1[nH]c(CSc2nc3ccccc3o2)nc2c1cnn2-c1ccccc1 | i | i | -3 | i | i | i | i | i | 0.0 | i | i
33 | CSc1nnc(-c2ccco2)c(-c2ccco2)n1 | i | i | 23 | i | i | i | i | i | 0.1 | i | i
34 | COc1ccc(N(CC(=O)Nc2cccc(C)c2)S(=O)(=O)c2ccc(C)cc2)cc1OC | i | i | 9 | i | i | i | i | i | -0.7 | i | i
35 | O=C(NC(=S)N1CCc2ccccc21)c1ccccc1Cl | i | i | 13 | i | i | i | i | i | 1.3 | i | i
36 | C/C(=N\NC(=O)Cc1cccn1C)c1cccc2ccccc12 | i | i | 0 | i | i | i | i | i | -0.3 | i | i
37 | CC(CN1CCOCC1)OC(=O)C(c1ccccc1)c1ccccc1 (configuration not stated) | i | i | -2 | i | i | i | i | i | 0.0 | i | i
38 | COc1cccc(N2CCN(C(=S)Nc3cc(C)cc(C)c3)CC2)c1 | i | i | -4 | i | i | i | i | i | 0.7 | i | i
39 | CCOc1ccc(-c2cnc(NCc3cccc4ccccc34)n2CCOC)cc1 | i | i | -7 | i | i | i | i | i | -1.8 | i | i
40 | COc1cccc(CNC(=O)C2CCN(Cc3cnn(-c4ccccc4)c3-n3cccc3)CC2)c1 | i | i | 5 | i | 44* | i | i | i | -0.3 | i | i
41 | CCCC(=O)C1=C(N2CCCCC2)CC(C)(C)C(C(=O)OC)C1=O (configuration not stated) | i | i | 15 | i | i | i | i | i | -0.2 | i | i
42 | Cc1noc(C)c1COC(=O)c1cccc(S(=O)(=O)N2c3ccccc3CC2C)c1 (configuration not stated) | i | i | 21 | i | i | i | i | i | -0.2 | i | i
43 | O=C(CCc1ccccc1)N=C1SC2CS(=O)(=O)CC2N1c1ccc(F)cc1 (configuration not stated) | i | i | 14 | i | i | i | i | i | -0.4 | i | i
44 | CC1CCC/C(=N/NC(=O)c2ccccc2-n2cccc2)C1 (configuration not stated) | i | i | 14 | i | i | i | i | i | 0.0 | i | i
45 | N/C(=N\O)c1ccccc1N1CCCCC1 | i | i | 11 | i | i | i | i | i | -0.3 | i | i
46 | CCCCNC(=O)c1onc(CSc2cccc(OC)c2)c1C(=O)O | i | i | 2 | i | i | i | i | i | -2.6 | i | i
47 | Cc1nonc1NC(=O)CSc1nc(C2CCCCC2)nc2ccccc12 | i | i | 15 | i | i | i | i | i | 0.0 | i | i
48 | CSc1ccccc1C(=O)C1CCCN(C(=O)c2csnn2)C1 (configuration not stated) | i | i | 8 | i | i | i | i | i | 1.7 | i | i
49 | CC(=O)NCC1CCCN(C(=O)c2ccc(OC3CCN(Cc4ccccn4)CC3)cc2)C1 (configuration not stated) | i | i | 23 | i | i | i | i | i | 0.2 | i | i
50 | CCN(CC(=O)Nc1ccc(NC(C)=O)cc1)C(=O)/C=C/c1cccs1 | i | i | 10 | i | i | i | i | i | 0.2 | i | i

Further records follow:
no. | SMILES | TRPC6 inh | MrgX1 antagonist | AI-2 QS mod | PolyA inh | TRPC4 agonist | MrgX1 allo act | MrgX1 agonist | TRPC4 PAM | HIF act | TRPC4 inh | TRPC6 act
51 | Cn1ncc([N+](=O)[O-])c1C(=O)Nc1ccc2c(c1)OCCO2 | i | i | 24 | i | i | i | i | i | . | i | i
52 | CN(Cc1cccc(F)c1)C(=O)Cc1ccc(S(=O)(=O)N2CCOCC2)s1 | i | i | 11 | i | i | i | i | i | -0.1 | i | i
53 | N#Cc1cnc2nc(SCc3ccccc3)nn2c1 | i | i | 3 | i | i | i | i | i | 4.5 | i | i
54 | COc1cc(/C=C2\CCC(C3CCCC3)C2=O)cc(OC)c1OC (configuration not stated) | i | i | 15 | i | i | i | i | i | 0.0 | i | i
55 | NC(=O)NC(=O)CN1C(=O)NC(c2ccccc2)(c2ccccc2)C1=O | i | i | 7 | i | i | i | i | i | 2.5 | i | i
56 | CCOc1ccccc1NC(=O)C(Sc1nnnn1C)c1ccccc1 (configuration not stated) | i | i | -6 | i | i | i | i | i | -0.2 | i | i
57 | Cc1ccc(NS(=O)(=O)c2cccc(C(=O)NCC(c3cccs3)N(C)C)c2)cc1 (configuration not stated) | i | i | 19 | i | i | i | i | i | 0.2 | i | i
58 | CCOC(=O)N1CCN(CC(c2ccccc2)c2ccccc2)CC1 | i | i | 0 | i | i | i | i | i | 0.5 | i | i
59 | CCOC(=O)N1CCN(C(=O)CS(=O)(=O)c2cn(Cc3cccc(F)c3)c3ccccc23)CC1 | i | i | 19 | i | i | i | i | i | 0.6 | i | i

One compound at a time, as listed above:
CCOC(=O)N1CCN(C(=O)CS(=O)(=O)c2cn(Cc3cccc(F)c3)c3ccccc23)CC1 reads TRPC6 inh: i; MrgX1 antagonist: i; AI-2 QS mod: 19; PolyA inh: i; TRPC4 agonist: i; MrgX1 allo act: i; MrgX1 agonist: i; TRPC4 PAM: i; HIF act: 0.6; TRPC4 inh: i; TRPC6 act: i
COc1cc(/C=C2\CCC(C3CCCC3)C2=O)cc(OC)c1OC (configuration not stated) reads TRPC6 inh: i; MrgX1 antagonist: i; AI-2 QS mod: 15; PolyA inh: i; TRPC4 agonist: i; MrgX1 allo act: i; MrgX1 agonist: i; TRPC4 PAM: i; HIF act: 0.0; TRPC4 inh: i; TRPC6 act: i
